Screens deposited in PubChem by several laboratories.
XIAP displacement – small molecules displacing peptide from XIAP – biochemical, IAP family, fluorescence polarization (AID 1018); XIAP BIR domain, fluorescence polarization peptide displacement; higher % means a stronger effect; hit rate 0.007% among 200,000; displacement, % at 20 µM; hits with a dose series show IC50 in µM; in the data active = displacement above about 50%; also: a part of the inactive calls stands beside numbers as strong as those of hits
SIAH1 antagonists – Siah-1 peptide-binding antagonists, primary screen, biochemical, fluorescence polarization, rhodamine-plectin, uHTS (AID 1817) | displacement, % at 20 µM, or IC50 in µM where a hit was titrated | hit rate 0.02% among 290,000 | Siah-1 / rhodamine-plectin peptide fluorescence polarization; higher % means a stronger effect;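 active = displacement of at least 50% at 20 µM, with a fluorescence ratio check between 0.3 and a set limit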;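 also: plate controls were Siah plus tracer with DMSO for no effect and tracer alone without Siah for full effect; strong numbers were not always called active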
K1F lysis inhibition – protection from phage-mediated lysis, alamar blue read-out – E. coli UTI89, K1F phage, bacterial capsule biogenesis inhibitors (AID 488966); E. coli UTI89 K1F phage lysis, alamar blue, 2 h; higher % means a stronger effect; inhibition, % at 100 µM, or IC50 in µM where a hit was titrated; hit rate 0.02% among 340,000;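 active = phage lysis inhibition, versus mean bacterial control, above a set limit; inconclusive = no clear call, values can overlap the other calls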;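 also: capsule biogenesis inhibitors block K1F phage lysis so surviving cells raise fluorescence; higher fluorescence means more inhibition of phage lysis; actives were called in the ten point dose series up to 300 µM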
P. falciparum M17LAP – P. falciparum M17LAP inhibitors, primary screen, biochemical, fluorogenic H-Leu-NHMec substrate, 1536-well (AID 1619) | recombinant M17LAP, H-Leu-NHMec fluorogenic kinetic assay; higher % means a stronger effect | inhibition, % at 30 µM, or IC50 in µM where a hit was titrated | hit rate 0.38% among 220,000;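 active = compound inhibiting the enzyme by more than half at any dose during confirmatory dose-response retesting; inconclusive = strong single-dose inhibitors picked by rank but not retested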;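 also: plate controls were full reaction with DMSO carrier for no effect and no enzyme background for full effect; strong numbers were not always called active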
TNAP activation fold – stimulation of alkaline phosphatase TNAP activity – biochemical, luminescent, no phosphate acceptor, uHTS, primary screen (AID 1001) | purified TNAP, luminescent activation assay, no phosphate acceptor; higher activation fold means a stronger effect | activation fold at 20 µM, or EC50 in µM where a hit was titrated | hit rate 0.03% among 200,000; in the data active = activation fold from about 3, or a potency from the dose series; inactive = the rest, 99 in 100 with activation fold below about 1.6; also: many of its hits are not listed in these tables
Hep lipid drop – hepatic lipid droplet formation modulation | AML12 mouse hepatocytes, oleate lipid droplets, BODIPY imaging | inhibition, % at 6.5 µM | hit rate 0.4% among 240,000;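 active = lipid droplet intensity inhibited by at least 50%, with more than 500 cells counted; inconclusive = wells with under 300 cells, treated as cytotoxic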
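Test system: AML12 hepatocytes (mouse); reagent: oleate loading, 100 µM; dosing: one dose, 6.5 µM compound; incubation: overnight exposure; signal: fluorescence imaging, 20x objective, two fields per well; read-out basis: % inhibition of corrected integrated BODIPY droplet signal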
PMI inhibitors – MPI enzyme activity inhibition – biochemical, fluorescence intensity, coupled assay, primary screen (AID 1209); purified PMI enzyme, coupled fluorescence intensity; higher % means a stronger effect; inhibition, % at 20 µM, or IC50 in µM where a hit was titrated; hit rate 0.42% among 190,000;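 also: plate controls were DMSO vehicle for no effect and wells lacking substrate for full effect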
P. falciparum M1AAP – P. falciparum M1AAP inhibitors, biochemical, fluorogenic H-Leu-NHMec substrate, 1536-well (AID 1445); recombinant M1AAP, H-Leu-NHMec fluorogenic kinetic assay; higher % means a stronger effect; inhibition, % at 30 µM; hits with a dose series show IC50 in µM; hit rate 0.42% among 220,000;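 active = primary inhibition above the hit cutoff, then over 50% inhibition at one or more dose response concentrations, cut at about 23% in these data, passing the limit was not always enough; inconclusive = conflicting primary data, or primary hits not chosen for dose response; inactive = low primary inhibition, or under 50% at every dose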;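 also: plate controls were DMSO full reaction for no effect and no enzyme background for full effect; strong numbers were not always called active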
PMI inhibition – MPI inhibition at elevated mannose 6-phosphate – biochemical, fluorescence intensity, high mannose 6-phosphate, primary screen (AID 1220) | inhibition, % at 20 µM; hits with a dose series show IC50 in µM | hit rate 0.66% among 190,000 | recombinant PMI enzyme, coupled fluorescence intensity; higher % means a stronger effect
Hep lipid drop cells 6.5 µM – also measured in Hep lipid drop; calls as there; cell count; measured here: cell count, cytotoxicity flag;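 cells counted across two imaged fields per well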
Starred values were filed as active, the others as inactive; ? = inconclusive; · = not tested or not shown; & = joins results of further samples; [ ] = another dose, or the depositor's remark. Rule as the data show it, unless noted: active = inhibition above about 50%; inactive = the rest. Only part of the results is shown. The share of hits here may be higher or lower than overall.

Key to letters: A = XIAP displacement; B = SIAH1 antagonists; C = K1F lysis inhibition; D = P. falciparum M17LAP; E = TNAP activation fold; F = Hep lipid drop; G = Hep lipid drop cells 6.5 µM; H = PMI inhibitors; I = P. falciparum M1AAP; J = PMI inhibition
structure: Nc1cncc(C(=O)O)c1
  A = -8.1% | B = -6%&-5% | C = -1.7%&-1.2% | D = 0%&1% | E = 1.1 | F = -1&1 | G = 739&664 | H = -27% | I = 6%&5% | J = 1%

structure: CSc1nc2ccccc2c(=O)n1-c1cccnc1
  A = · | B = 4% | C = 0.1% | D = 11% | E = · | F = 1 | G = 724 | H = · | I = 7% | J = ·

structure: Cc1cnn(C2CCN(C)CC2)c1N
  A = -10% | B = 0% | C = 0.8% | D = -10% | E = 1 | F = -4 | G = 650 | H = 17% | I = 12% | J = 18%

structure: Cn1c(O)c(C=NCCN2CCNCC2)c(=O)[nH]c1=O
  A = · | B = 3% | C = · | D = 24% | E = · | F = -6 | G = 727 | H = · | I = 4% | J = ·

structure: Nc1c([N+](=O)[O-])cc(F)c(N2CCNCC2)c1Br
  A = -4.1% | B = -8% | C = 2.1% | D = 24% | E = 0.9 | F = -24 | G = 608 | H = 16% | I = 13% | J = 30%

structure: CP(=O)(O)CN1CCCCC1
  A = -3.2% | B = 3% | C = -1.8% | D = 0% | E = 1 | F = 2 | G = 692 | H = -22% | I = 9% | J = -14%

structure: Cn1c(O)c(C=NCCCCCCCCCCC(=O)O)c(=O)n(C)c1=O
  A = · | B = 0% | C = 0.0% | D = -3% | E = · | F = -14 | G = 748 | H = · | I = -2% | J = ·

structure: CCOP(=O)(OCC)C(NC(=O)CN1C(=O)c2ccccc2S1(=O)=O)C(Cl)(Cl)Cl (stereo not given)
  A = -4.8% | B = 0% | C = 2.5%[50 µM] | D = 6% | E = 1.1 | F = -5 | G = 671 | H = -16% | I = 2% | J = -19%

structure: CON(C)C(=O)Nc1ccc(Cl)cc1
  A = -5.1% | B = -3% | C = 0.6% | D = 0% | E = 1 | F = 2 | G = 533 | H = 6% | I = 0% | J = 4%

structure: O=C(CN1CCCC1=O)N1CCOCC1
  A = -1.5% | B = -1% | C = 0.4% | D = -1% | E = 1 | F = 1 | G = 702 | H = 19% | I = 2% | J = 14%

structure: CCOP(=O)(C(NC(=O)c1ccccc1Cl)=C(Cl)Cl)c1ccccc1 (stereo not given)
  A = -4.4% | B = -1% | C = 0.3% | D = 1% | E = 1 | F = -17 | G = 761 | H = -4% | I = -2% | J = -2%

structure: N=C1c2ccccc2CN1NC(=O)C1CC1
  A = -3.4% | B = 1% | C = 5.3% | D = -6% | E = 1 | F = -1 | G = 631 | H = 10% | I = 0% | J = 9%

structure: CC(=O)OC1N=C(c2ccccc2)c2cc(C)ccc2NC1=O (stereo not given)
  A = -4.1% | B = -1% | C = 0.6% | D = 7% | E = 1.1 | F = · | G = · | H = 1% | I = -3% | J = -2%

structure: CCN(CC)S(=O)(=O)c1ccc(C)c(NCC(=O)Nc2ccc(C#N)c(Cl)c2)c1
  A = -5.3% | B = 3% | C = 0.2% | D = 8% | E = 1 | F = -2 | G = 681 | H = -1% | I = -6% | J = -4%

structure: C(#CCN1CCOCC1)COC/C=C/c1ccccc1
  A = -5.0% | B = 5% | C = -0.3% | D = 5% | E = 1 | F = · | G = · | H = -9% | I = 1% | J = -9%

Quoted from above for reference:
Key to letters: A = XIAP displacement; B = SIAH1 antagonists; C = K1F lysis inhibition; D = P. falciparum M17LAP; E = TNAP activation fold; F = Hep lipid drop; G = Hep lipid drop cells 6.5 µM; H = PMI inhibitors; I = P. falciparum M1AAP; J = PMI inhibition
structure: Nc1cncc(C(=O)O)c1
  A = -8.1% | B = -6%&-5% | C = -1.7%&-1.2% | D = 0%&1% | E = 1.1 | F = -1&1 | G = 739&664 | H = -27% | I = 6%&5% | J = 1%

structure: CSc1nc2ccccc2c(=O)n1-c1cccnc1
  A = · | B = 4% | C = 0.1% | D = 11% | E = · | F = 1 | G = 724 | H = · | I = 7% | J = ·

structure: Cc1cnn(C2CCN(C)CC2)c1N
  A = -10% | B = 0% | C = 0.8% | D = -10% | E = 1 | F = -4 | G = 650 | H = 17% | I = 12% | J = 18%

structure: Cn1c(O)c(C=NCCN2CCNCC2)c(=O)[nH]c1=O
  A = · | B = 3% | C = · | D = 24% | E = · | F = -6 | G = 727 | H = · | I = 4% | J = ·

structure: Nc1c([N+](=O)[O-])cc(F)c(N2CCNCC2)c1Br
  A = -4.1% | B = -8% | C = 2.1% | D = 24% | E = 0.9 | F = -24 | G = 608 | H = 16% | I = 13% | J = 30%

structure: CP(=O)(O)CN1CCCCC1
  A = -3.2% | B = 3% | C = -1.8% | D = 0% | E = 1 | F = 2 | G = 692 | H = -22% | I = 9% | J = -14%

structure: Cn1c(O)c(C=NCCCCCCCCCCC(=O)O)c(=O)n(C)c1=O
  A = · | B = 0% | C = 0.0% | D = -3% | E = · | F = -14 | G = 748 | H = · | I = -2% | J = ·

structure: CCOP(=O)(OCC)C(NC(=O)CN1C(=O)c2ccccc2S1(=O)=O)C(Cl)(Cl)Cl (stereo not given)
  A = -4.8% | B = 0% | C = 2.5%[50 µM] | D = 6% | E = 1.1 | F = -5 | G = 671 | H = -16% | I = 2% | J = -19%

structure: CON(C)C(=O)Nc1ccc(Cl)cc1
  A = -5.1% | B = -3% | C = 0.6% | D = 0% | E = 1 | F = 2 | G = 533 | H = 6% | I = 0% | J = 4%

The results go on:
Key to letters: A = XIAP displacement; B = SIAH1 antagonists; C = K1F lysis inhibition; D = P. falciparum M17LAP; E = TNAP activation fold; F = Hep lipid drop; G = Hep lipid drop cells 6.5 µM; H = PMI inhibitors; I = P. falciparum M1AAP; J = PMI inhibition
structure: COc1cc(CN2CCCC(C(=O)c3sccc3C)C2)cc(OC)c1O (stereo not given)
  A = -2.9% | B = 5% | C = -0.4% | D = -3% | E = 1 | F = -12 | G = 737 | H = 28% | I = 4% | J = 65%*

structure: CCC12CN3CCN(CC(C3)/C1=N/NC(=O)c1ccncc1)C2
  A = -5.1% | B = 0% | C = -1.1% | D = -2% | E = 1.1 | F = 12 | G = 764 | H = 3% | I = 1% | J = 0%

structure: CN1C(=O)N(C)C(=O)C2(Cc3ccccc3N3CCOCC32)C1=O (stereo not given)
  A = -5.1% | B = 6% | C = 0.5% | D = 0% | E = 1.1 | F = 3 | G = 733 | H = 12% | I = 0% | J = 8%

structure: O=C1c2cccc3cccc(c23)C(=O)N1/N=C/c1c(O)n(-c2ccccc2)c(=O)[nH]c1=O
  A = 1.0% | B = 9% | C = 0.0% | D = -1% | E = 1.3 | F = 0 | G = 706 | H = -9% | I = ? | J = 2%

structure: CCOC(=O)C(O)(c1ccc(NC(=O)c2ccc(Cl)c(Cl)c2)cc1)C(F)(F)F (stereo not given)
  A = · | B = 8% | C = -0.4% | D = -1% | E = · | F = -15 | G = 627 | H = · | I = 1% | J = ·

structure: O=C(c1cc(-c2ccccc2)nc2ccccc12)N1CCC2(CC1)OCCO2
  A = -4.3% | B = -1% | C = -3.5% | D = 18% | E = 1.1 | F = · | G = · | H = -4% | I = 2% | J = -3%

structure: CCCCOC(=O)COc1cc(C)cc2oc(=O)c3c(c12)CCC3
  A = -6.8% | B = 6% | C = 0.3% | D = 2% | E = 1 | F = · | G = · | H = 8% | I = 3% | J = 24%

structure: O=c1c2ccccc2nc(N2CCCC2)n1-c1ccccc1
  A = -2.0% | B = 3% | C = 0.3% | D = -17% | E = 1.2 | F = · | G = · | H = 3% | I = 6% | J = 10%

structure: COc1ccc(CC2C(=O)N(C)C(=O)N(C)C2=O)c(OC)c1
  A = -5.0% | B = 3% | C = 1.5% | D = -10% | E = 1 | F = -8 | G = 606 | H = -8% | I = -3% | J = -15%

structure: CCC(C#N)(CC)P(=S)(c1ccccc1)c1ccccc1
  A = -6.1% | B = 0% | C = 0.8% | D = 11% | E = 1.1 | F = -52 | G = 643 | H = 4% | I = -1% | J = 0%

structure: COC(=O)C(O)(c1ccc(N(C)C(=O)COc2ccccc2)cc1)C(F)(F)F (stereo not given)
  A = -3.1% | B = -5% | C = 0.6%[50 µM] | D = 2% | E = 1 | F = 11 | G = 651 | H = 11% | I = 7% | J = 5%

structure: CN(C)c1ccc(/C=C2\C(=O)NC(=O)N(CCc3ccc(F)cc3)C2=O)cc1
  A = · | B = -2% | C = -2.1% | D = 23% | E = · | F = 6 | G = 699 | H = · | I = 7% | J = ·

2 entries from above, with tabs:
Molecule	XIAP displacement	SIAH1 antagonists	K1F lysis inhibition	P. falciparum M17LAP	TNAP activation fold	Hep lipid drop	Hep lipid drop cells 6.5 µM	PMI inhibitors	P. falciparum M1AAP	PMI inhibition
CN1C(=O)N(C)C(=O)C2(Cc3ccccc3N3CCOCC32)C1=O (stereo not given)	-5.1%	6%	0.5%	0%	1.1	3	733	12%	0%	8%
CCCCOC(=O)COc1cc(C)cc2oc(=O)c3c(c12)CCC3	-6.8%	6%	0.3%	2%	1	·	·	8%	3%	24%
